From PubChem BioAssay
HSF1 inhib – HSF1 inhibitors in luciferase reporter cells, primary screen, cell-based, NIH3T3, luminescence. NIH3T3-HGL HSE-luciferase, MG132-induced, luminescence 8 h; active compounds read low. activity change, negative = inhibition, % at 7.5 µM (by protocol). 300,000 compounds, 0.77% hits. AID 2098, 2009;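 active means more than half of replicate wells show activity change below -50%, luminescence cut by over half; inconclusive means some wells, but at most half, below -50%; inactive means no replicate well below -50%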;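 further: luciferase reports HSF-1 transcriptional activity via heat shock element; 0% = median of DMSO wells and -100% = zero luminescence signal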
PolyA inh – polyadenylation inhibitors in yeast reporter cells, primary screen, luminescence, S. cerevisiae. S. cerevisiae SKY197-pL101 polyadenylation reporter, beta-gal luminescence; efflux-impaired pdr1/pdr3 knockout yeast; score 100 = 6 SD above DMSO. calls only at 12 µM. 300,000 compounds, 0.02% hits. AID 1875, 2009;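 active means lowest replicate activity score at least 50, where 100 means six control SD above control mean; inconclusive means lowest score under 50 but half or more replicates reach 50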;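 further: yeast exposed to compound for 9 h at 30 °C; higher score means more reporter readthrough which indicates perturbed polyadenylation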
GSK3B inh – human GSK3beta kinase inhibitors, primary screen, biochemical, cell-free homogeneous, HTS | Glycogen synthase kinase-3 beta (Homo sapiens), P49841 | GST-GSK3beta kinase, ADP-Glo luminescence, 60 min; active compounds read low | activity score (negative = inhibition), % at 10 µM | 300,000 compounds, 0.038% hits | AID 2097, 2009;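 active means more than half of replicate wells score below -50%, meaning over 50% inhibition versus plate controls; inconclusive means some replicates but at most half score below -50%; inactive means no replicate scores below -50%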;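 further: 0% = median DMSO wells and -100% = median GW8510 positive control wells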
Target sequence (P49841 whole entry, looked up): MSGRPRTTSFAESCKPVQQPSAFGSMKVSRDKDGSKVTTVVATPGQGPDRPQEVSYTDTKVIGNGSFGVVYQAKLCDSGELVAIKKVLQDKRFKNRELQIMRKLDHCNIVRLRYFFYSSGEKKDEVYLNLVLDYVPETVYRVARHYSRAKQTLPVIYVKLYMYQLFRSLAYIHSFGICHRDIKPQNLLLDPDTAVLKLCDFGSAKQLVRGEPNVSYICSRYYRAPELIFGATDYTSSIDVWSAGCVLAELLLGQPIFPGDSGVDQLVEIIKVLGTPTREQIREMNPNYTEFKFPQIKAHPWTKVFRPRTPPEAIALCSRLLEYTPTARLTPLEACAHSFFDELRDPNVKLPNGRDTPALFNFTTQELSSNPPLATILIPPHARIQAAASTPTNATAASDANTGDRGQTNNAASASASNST
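Test system: GST-fused GSK3beta enzyme, cell-free | Quantity: 1.6 ng GST-GSK3beta enzyme per well | Reagent: 25 µM ATP with peptide substrate | Schedule: 60 min enzyme reaction, room temperature | Signal: Luminescent ADP-Glo measurement of ADP formed | Read-out basis: Score relative to plate controls | Control set: DMSO and 20 µM GW8510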
GSK3 alpha inh – blockers of GSK3A enzyme activity – biochemical, luminescence, cell-free homogeneous, HTS, primary screen; GSK-3 alpha kinase, ADP-Glo luminescence, 60 min; inhibition, % at 10 µM; 320,000 compounds, 0.1% hits;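 in the data active means inhibition above about 50%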;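 further: GST-tagged GSK-3 alpha with peptide substrate and 25 µM ATP; 0% = DMSO neutral wells and 100% = GW8510 positive control wells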
Target sequence (P49840 whole entry, looked up): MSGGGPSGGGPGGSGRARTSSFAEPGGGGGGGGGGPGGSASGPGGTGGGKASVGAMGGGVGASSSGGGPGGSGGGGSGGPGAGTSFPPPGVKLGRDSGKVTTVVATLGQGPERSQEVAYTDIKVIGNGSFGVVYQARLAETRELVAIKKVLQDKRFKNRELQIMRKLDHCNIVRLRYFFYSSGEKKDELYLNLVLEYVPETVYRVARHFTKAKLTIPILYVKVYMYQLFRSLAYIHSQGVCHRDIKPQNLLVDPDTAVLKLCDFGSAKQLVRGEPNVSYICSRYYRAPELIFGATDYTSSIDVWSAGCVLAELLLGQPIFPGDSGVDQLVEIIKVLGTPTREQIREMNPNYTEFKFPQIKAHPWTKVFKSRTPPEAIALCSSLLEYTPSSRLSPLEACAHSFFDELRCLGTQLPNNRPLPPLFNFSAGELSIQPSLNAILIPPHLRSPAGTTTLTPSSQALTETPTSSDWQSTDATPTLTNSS
Dyrk1A ADPGlo – rat Dyrk1A kinase inhibitors, primary screen, biochemical, single point, plate reader; Dual specificity tyrosine-phosphorylation-regulated kinase 1A (Rattus norvegicus), Q63470; ADP-Glo luminescence, NFATc1 peptide; inhibition, % at 12.5 µM; 310,000 compounds, 0.43% hits; AID 504441, 2011; in the data active means inhibition above about 50%;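 further: plate controls were vehicle with enzyme for no effect and no enzyme for full effect; many of its hits are not listed in these tables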
HDAC3 inhib – HDAC3 deacetylase inhibitors, primary screen, biochemical, fluorescence, cell-free homogeneous; recombinant HDAC3, fluorogenic peptide/trypsin coupled; inhibition, % at 8.3 µM; Histone deacetylase 3 (Homo sapiens), O15379; 320,000 compounds, 0.15% hits; in the data active means inhibition above about 26%, passing the limit was not always enough; inconclusive means no clear call, values can overlap the other calls
Platelet DG rel – inhibitors of platelet dense granule secretion, primary screen, cell-based, MLPCN, human platelets | human platelet-rich plasma, SFLLRN dense granule ATP release, luminescence | inhibition, %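 (compounds screened at 7.5 µM in platelet-rich plasma)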 | 300,000 compounds, 0.22% hits;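 active means mean replicate score, as percent of positive control, at or above 50; inconclusive means mean below 50 but at least one replicate at or above 50; inactive means mean and every replicate below 50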
HSF1 activator – HSF-1 activators, primary screen, NIH3T3-HGL cells, MG132 stress, luminescence, single point | NIH3T3-HGL HSF-1 luciferase reporter, 8 h; 100% = twice DMSO control signal | activation, % at 9 µM | 300,000 compounds, 1.7% hits;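 active means mean replicate activation of at least 50% with a set share of replicates each reaching 50%; inconclusive means only one of those two conditions met; inactive means mean below 50% and too few replicates reaching it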;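 further: 0% = median of the neutral control wells and 100% = twice that signal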
HSP90 refold inh – HSP90 inhibitors, primary screen, cell lysate, luminescence; Heat shock protein HSP 90 (rabbit reticulocyte lysate; luciferase refolding); Rabbit reticulocyte lysate, luciferase refolding luminescence, 3 h; inhibition, % at 5.6 µM; 290,000 compounds, 0.91% hits; AID 1789, 2009;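 active means inhibition above the screen-wide mean plus 3 SD, computed separately per campaign, cut at about 16% in these data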;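 further: 0% = DMSO wells and 100% = 60 µM geldanamycin wells; inhibitors lower the luminescence because luciferase stays unfolded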
AI-2 QS modul – Vibrio harveyi AI-2 quorum sensing modulators, primary screen, JMH597 strain, luminescence/OD600 ratio; Vibrio harveyi JMH597 AI-2 luminescence/OD600 ratio, 9 h; active compounds read low; strain lacks LuxN and CqsS sensors; 0 = neutral-control median; activity change, % at 7.5 µM; 300,000 compounds, 0.4% hits; in the data active means activity change below about -75%, passing the limit was not always enough; inconclusive means no clear call, values can overlap the other calls;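 further: luminescence divided by OD600 gain over 9 h not by final OD600 alone; inactives centre near 13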
Starred values were filed as active, the others as inactive; i = inactive; ? = inconclusive; . = no result given.

SMILES | HSF1 inhib | PolyA inh | GSK3B inh | GSK3 alpha inh | Dyrk1A ADPGlo | HDAC3 inhib | Platelet DG rel | HSF1 activator | HSP90 refold inh | AI-2 QS modul
COc1ccccc1NC(=S)NC(C)C(c1cccs1)N1CCOCC1 (stereo not given) | 5 | i | 2 | -2 | 0 | 2 | 0 | 8 | 3 | 6
C=CCn1cc(-c2ccc(Cl)cc2)cc(C#N)c1=O | 3 | i | -4 | 1 | -6 | -6 | -22 | -1 | 4 | 17
Oc1c(C(c2ccccn2)N2CCCCC2)cc(Cl)c2cccnc12 (stereo not given) | -4 | i | 0 | 0 | -2 | 9 | -15 | 12 | 9 | ?
Cc1cccc(NC(=O)C2CC(O)CN2C(=O)Oc2ccccc2)c1 (stereo not given) | -1 | i | 0 | -1 | -4 | 3 | 7 | 0 | -4 | 8
CCc1ccccc1N(CC)C(=O)c1cn(C)c(=O)c2cc(OC)c(OC)cc12 | -1 | i | 1 | -1 | 1 | 11 | 1 | -2 | 2 | 28
O=C1/C(=C\c2cc([N+](=O)[O-])ccc2O)SC(=S)N1Cc1ccc(Cl)cc1 | 11 | i | -4 | -1 | 6 | 0 | 10 | 19 | -2 | 43
C[C@@H]1C[C@@H]2OC(=O)[C@]3(C)[C@H]2[C@@H](OC3(C)O)[C@]2(C)C(=O)CC[C@H]12 (stereo not given in full) | 0 | i | 2 | 1 | . | -1 | 0 | 4 | . | 13
CCN(CC(=O)Nc1c(C(=O)OC)[nH]c2ccc(C)cc12)c1ccc2c(c1)OCO2 | -1 | i | 0 | -3 | 6 | 8 | 6 | 8 | -5 | 18
CC(=O)N1CCc2cc(S(=O)(=O)CCC(=O)N3CCN(C(=O)c4ccco4)CC3)ccc21 | . | . | . | -1 | -6 | -23 | . | . | 0 | .
Cc1c(C)n(Cc2ccc(F)cc2)c2ccc(C(=O)NCCN3CCOCC3)cc12 | 17 | i | -3 | -1 | -3 | 1 | -5 | 31 | -2 | -8
COc1ccc(CCNS(=O)(=O)c2cccc(F)c2)cc1OC | -1 | . | 1 | -4 | . | 1 | 3 | -8 | 2 | 16
O=C(Nc1ccc(F)cc1)N1CCN(CCc2ccccc2)CC1 | -8 | i | -1 | 0 | -3 | -3 | 2 | 1 | 1 | -1
Cc1ccccc1C(=O)NC1CCCN(Cc2ccccc2F)C1 (stereo not given) | -10 | i | 1 | -1 | 5 | 3 | -2 | -7 | -1 | 7
CCOc1ccc(C(=O)CCN2CCCCC2)cc1 | 8 | i | 6 | -3 | -7 | 5 | -9 | 5 | 2 | 17
Cc1ccc(S(=O)(=O)N2CCC(=O)N(CCOC(=O)Nc3ccccc3C)CC2)cc1 | 7 | i | 1 | 2 | 9 | 3 | 1 | -16 | 0 | 11
O=C(NCCC1=CCCCC1)C1CCCN(S(=O)(=O)c2cnc[nH]2)C1 (stereo not given) | -4 | i | 0 | -1 | -7 | 3 | 2 | 6 | -1 | 1
Cc1cccc(Cc2cnc(NC(=O)c3ccc(C)o3)s2)c1 | 10 | i | 2 | -1 | 3 | 9 | 1 | 17 | 0 | -1
Cn1c(SCC(=O)Nc2ccc(N3CCOCC3)cc2)nnc1-c1ccccc1 | -16 | i | 0 | -2 | 6 | 5 | 6 | -12 | 2 | 18
Cc1ccc(-c2csc3nnc(SCC(=O)Nc4nsc(-c5ccccc5)n4)n23)cc1 | 13 | i | 0 | -3 | 12 | -1 | 9 | 15 | 2 | 1
O=C(NCc1ccccn1)c1ccc(OC2CCN(Cc3ccccc3)CC2)cc1 | -5 | i | -18 | 0 | 9 | 5 | 4 | 0 | 1 | -2
Cc1ccc([N+](=O)[O-])c(C(=O)N/N=C/c2cccs2)c1 | -1 | i | -1 | -2 | -6 | -1 | 8 | -10 | -4 | -6
Cc1ccc(S(=O)(=O)C2(C(=O)N3CCCC(C)C3)CC2)cc1 (stereo not given) | -2 | i | -2 | -4 | 5 | -12 | -12 | 8 | -2 | 18
CN(C)Cc1c(O)ccc2occ(C(=O)c3ccc(F)cc3)c12 | 8 | i | . | 0 | -4 | -11 | -3 | 38 | 1 | .
Cc1ccc(-c2nc(-c3ccncc3)no2)cc1C | 29 | i | 2 | 5 | -1 | 2 | -1 | 60* | 21* | -11
Cc1ccccc1NC(=O)C1CCCN(c2nnc(N3CCCC3=O)s2)C1 (stereo not given) | 5 | i | 1 | 1 | 0 | 0 | 0 | 22 | -2 | 24

Records listed above printed as active in HSF1 activator.
SMILES | HSF1 inhib | PolyA inh | GSK3B inh | GSK3 alpha inh | Dyrk1A ADPGlo | HDAC3 inhib | Platelet DG rel | HSF1 activator | HSP90 refold inh | AI-2 QS modul
Cc1ccc(-c2nc(-c3ccncc3)no2)cc1C | 29 | i | 2 | 5 | -1 | 2 | -1 | 60* | 21* | -11

(listing goes on)
SMILES | HSF1 inhib | PolyA inh | GSK3B inh | GSK3 alpha inh | Dyrk1A ADPGlo | HDAC3 inhib | Platelet DG rel | HSF1 activator | HSP90 refold inh | AI-2 QS modul
O=C(O)CC1S/C(=N/N=C/c2ccc(-c3ccc(Cl)c([N+](=O)[O-])c3)o2)NC1=O (stereo not given) | -1 | i | 1 | 2 | 4 | 8 | 1 | 1 | 0 | 22
CCOC(=O)c1sc2ccccc2c1OC(=O)c1ccccc1 | -2 | i | 3 | -3 | 6 | 9 | -3 | -19 | 2 | 5
Cc1ccc(N2OC3C(=O)NC(=O)C3C2c2ccco2)cc1 (stereo not given) | -2 | i | -1 | 0 | 0 | -4 | -14 | -8 | 2 | 12
O=C(NCC1CC1)Nc1ccccc1 | -7 | i | -1 | -1 | 2 | -1 | -8 | -1 | -7 | 11
Clc1ccc(COn2ccnc2)cc1Cl | 4 | i | -1 | . | 4 | . | -2 | 23 | -2 | -18
Cc1ccc(OCC(=O)NN=C2c3ccccc3-c3ccccc32)cc1 | 1 | i | -3 | 0 | 4 | -4 | 2 | 12 | -2 | -10
O=C1c2ccccc2C(Nc2ccc3c(c2)OCCO3)N1Cc1ccc2c(c1)OCO2 (stereo not given) | -64* | i | 0 | -5 | 9 | -1 | 7 | -69 | 9 | 20
COC(=O)[C@H](C)NC(=O)NCc1ccccc1F | 2 | i | 0 | -2 | -6 | 3 | -2 | 1 | 3 | 38
O=C1OCCC1Sc1nc2ccccc2n1-c1ccccc1 (stereo not given) | -6 | i | -1 | 0 | -2 | -9 | -14 | 7 | -9 | 32
Cc1ccnc(NS(=O)(=O)c2ccc(NS(=O)(=O)c3cccs3)cc2)n1 | -6 | i | -2 | . | -6 | 4 | -1 | 28 | -2 | -1
Cc1c2c(n3c(nc4ccccc43)c1C#N)N(CCCN(C)C)CC2 | -11 | i | -9 | 22 | 8 | -111 | -2 | -1 | 1 | 1
O=C(Nc1ccccc1C(=O)O)c1cc(S(=O)(=O)N2CCCCC2)cs1 | -6 | i | -4 | 0 | 3 | 1 | -6 | 3 | 2 | 35
Nc1nnc(SCCCC(=O)c2ccc(Br)cc2)s1 | -4 | i | 3 | 4 | 0 | 0 | -4 | -2 | 0 | -1
CS(=O)(=O)c1ccc([C@@H](O)[C@@H](CO)NC(=O)C(Cl)Cl)cc1 | 0 | i | 5 | 1 | 7 | -8 | 7 | 11 | . | 14
O=[N+]([O-])c1ccc(N2CCN(C(=S)Nc3ccc(F)cc3F)CC2)cc1 | -2 | i | 5 | -1 | 2 | -1 | 5 | -3 | -2 | -14
Cc1ccc(-c2nc3ncccc3o2)cc1NC(=O)Cc1ccc(Cl)cc1 | -4 | i | -2 | -18 | -1 | -2 | -17 | 18 | -1 | 1
Cc1cc(/C=N/n2cnnc2)c(C)n1-c1ccc(C(=O)O)cc1 | -4 | i | 1 | 2 | -1 | -5 | -2 | -21 | 4 | 26
CC(=O)Nc1ccc(OC(=O)c2ccco2)cc1 | -4 | i | 1 | 0 | 9 | 6 | 12 | -5 | 3 | 9
COc1cc(NC2c3ncccc3C(=O)N2Cc2ccco2)cc(OC)c1 (stereo not given) | -3 | i | -14 | -2 | -10 | 8 | -3 | -21 | -4 | 7
O=C(CSc1nc2ccccc2n1CC(=O)N1CCCCC1)N1CCCCC1 | 6 | i | 2 | -2 | -3 | -3 | 7 | -17 | 4 | 15
COc1ccc(-c2nc(=S)c3ccc4ccccc4c3[nH]2)cc1 | 2 | i | 0 | . | . | . | -24 | 1 | 2 | -8
O=C(CN(c1ccc2c(c1)OCCO2)S(=O)(=O)c1ccccc1)NCc1ccc(Cl)cc1 | 3 | i | 3 | -4 | -4 | -1 | -1 | 8 | 5 | 11
CN(C)CCNC(=O)c1onc(CSc2ccncc2)c1C(=O)NCCN(C)C | -8 | i | -9 | . | 8 | -6 | -2 | -14 | . | 9

3 of the entries above in order of the HDAC3 inhib value, low to high:
SMILES | HSF1 inhib | PolyA inh | GSK3B inh | GSK3 alpha inh | Dyrk1A ADPGlo | HDAC3 inhib | Platelet DG rel | HSF1 activator | HSP90 refold inh | AI-2 QS modul
O=C1OCCC1Sc1nc2ccccc2n1-c1ccccc1 (stereo not given) | -6 | i | -1 | 0 | -2 | -9 | -14 | 7 | -9 | 32
CC(=O)Nc1ccc(OC(=O)c2ccco2)cc1 | -4 | i | 1 | 0 | 9 | 6 | 12 | -5 | 3 | 9
CCOC(=O)c1sc2ccccc2c1OC(=O)c1ccccc1 | -2 | i | 3 | -3 | 6 | 9 | -3 | -19 | 2 | 5

Sorted by SMILES length (largest number first): part of the list above
SMILES | HSF1 inhib | PolyA inh | GSK3B inh | GSK3 alpha inh | Dyrk1A ADPGlo | HDAC3 inhib | Platelet DG rel | HSF1 activator | HSP90 refold inh | AI-2 QS modul
Cc1cc(/C=N/n2cnnc2)c(C)n1-c1ccc(C(=O)O)cc1 | -4 | i | 1 | 2 | -1 | -5 | -2 | -21 | 4 | 26
CCOC(=O)c1sc2ccccc2c1OC(=O)c1ccccc1 | -2 | i | 3 | -3 | 6 | 9 | -3 | -19 | 2 | 5
COC(=O)[C@H](C)NC(=O)NCc1ccccc1F | 2 | i | 0 | -2 | -6 | 3 | -2 | 1 | 3 | 38

This is a subset; the hit share may differ from the screen's.
